Assay outcomes as filed in PubChem BioAssay.
MITF primary: inhibitors of human MITF; 650,000 compounds, 0.91% hits; AlphaScreen MITF homodimerization, bead proximity signal; inhibition, % at 2.6 µM; in the data active = inhibition above about 50%;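 also: 0% = vehicle wells with protein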
Target sequence (O75030 whole entry, looked up): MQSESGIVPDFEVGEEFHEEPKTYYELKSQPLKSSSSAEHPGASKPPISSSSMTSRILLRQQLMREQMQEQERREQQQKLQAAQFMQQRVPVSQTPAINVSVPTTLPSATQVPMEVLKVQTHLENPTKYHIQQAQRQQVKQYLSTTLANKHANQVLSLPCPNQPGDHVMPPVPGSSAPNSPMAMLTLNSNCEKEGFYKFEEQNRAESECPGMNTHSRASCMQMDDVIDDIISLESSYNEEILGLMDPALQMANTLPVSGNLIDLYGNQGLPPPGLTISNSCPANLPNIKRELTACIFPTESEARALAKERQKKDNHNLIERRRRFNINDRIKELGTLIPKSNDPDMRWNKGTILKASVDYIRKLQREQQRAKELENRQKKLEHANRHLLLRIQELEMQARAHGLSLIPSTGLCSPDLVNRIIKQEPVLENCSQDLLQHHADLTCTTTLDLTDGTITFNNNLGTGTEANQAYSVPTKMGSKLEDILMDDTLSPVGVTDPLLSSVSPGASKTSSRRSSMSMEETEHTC
GPR151 activ: activates the human receptor GPR151 | Q8TDV0 | 650,000 compounds, 1% hits | activation, % at 11.2 µM | PathHunter beta-arrestin GPR151 cells, luminescence; in the data active = activation above about 4.9%;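 also: 0% = median of compound wells and 100% = cells with positive control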
Target sequence (Q8TDV0 whole entry, looked up): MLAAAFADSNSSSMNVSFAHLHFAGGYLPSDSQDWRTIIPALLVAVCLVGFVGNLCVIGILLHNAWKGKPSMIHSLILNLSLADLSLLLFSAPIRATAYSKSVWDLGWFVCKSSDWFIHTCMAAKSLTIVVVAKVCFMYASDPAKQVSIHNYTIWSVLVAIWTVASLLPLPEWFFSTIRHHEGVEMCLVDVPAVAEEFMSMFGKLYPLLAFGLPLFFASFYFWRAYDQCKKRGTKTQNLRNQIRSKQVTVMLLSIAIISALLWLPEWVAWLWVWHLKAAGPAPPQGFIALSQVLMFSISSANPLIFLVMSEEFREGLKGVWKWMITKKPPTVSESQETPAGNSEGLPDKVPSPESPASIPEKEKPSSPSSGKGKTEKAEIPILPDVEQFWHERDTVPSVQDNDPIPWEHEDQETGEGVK
TEAD-YAP inh: TEAD-YAP interaction inhibition | HEK-TIYL cells, TEAD-Gal4/YAP UAS-luciferase luminescence | inhibition, % at 9.12 µM | 640,000 compounds, 1.4% hits | AID 1259422; in the data active = inhibition above about 32%;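 also: 0% = median of test compound wells and 100% = reference inhibitor wells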
FBW7 act: human FBW7 E3 ligase activation, primary screen; normalized activity (activation), % at 26.1 µM; AlphaScreen FBW7–phospho-cyclin E peptide binding, activator screen; 650,000 compounds, 0.13% hits; Q969H0; AID 1259310; in the data active = normalized activity above about 1.9%;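 also: purified mutant Fbw7 with reduced substrate affinity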
* marks the source's active call; other numbers are inactive results.

SMILES	MITF primary	GPR151 activ	TEAD-YAP inh	FBW7 act
O=C(CCCCCNC(=O)C12CC3CC(CC(C3)C1)C2)C[N+](=O)[O-]	-8	-1.7	-2	0.0
O=C(COc1ccc2ccccc2c1)Nc1ccc(S(=O)(=O)N2CCCCC2)cc1	-8	0.7	-6	-0.1
O=C(CC1(c2ccccc2)CC(=O)N(Cc2cccs2)C1=O)N1CCCC1 (centres undefined)	2	0.6	-5	0.1
CCS(=O)(=O)NCCc1cc2ccc(OC)cc2[nH]c1=O	-15	-0.8	-4	-0.1
O=C(Nc1cccc(O)c1)c1cc(C2CC2)on1	-4	-5.0	84*	0.1
O=C(Nc1ccccc1C(F)(F)F)c1ccc2c(c1)OCO2	-2	-0.8	-35	-0.2
CC(=O)C1C(c2cccc([N+](=O)[O-])c2)c2c(n[nH]c2C)CC1(C)O (centres undefined)	6	2.7	1	0.1
CCOC(=O)C(CC)Sc1nnc2[nH]c(=O)cc(C)n12 (centres undefined)	3	-1.2	3	0.1
CN1CCC(N(C(=O)c2ccco2)C2CCN(CCc3ccccc3)CC2)CC1	-5	1.9	-3	0.1
CC(=O)c1cccc(-c2cnn3c(NCCc4cccnc4)ccnc23)c1	15	-0.1	-31	-0.2
O=C(NCc1nnc2n1CCN(Cc1ccc(OCCO)cc1)CC2)c1cccc(F)c1	-1	-0.8	6	0.1
COc1ccccc1CNC1CCCCC1OC (centres undefined)	50	-0.1	0	0.5
COc1cc(S(=O)(=O)N2CCCCC2)ccc1NS(=O)(=O)c1ccc(C)cc1	-3	-0.1	-3	-0.3
COc1cccc(-c2nnc(-c3cn(C)c4ccccc34)o2)c1	22	0.6	-24	0.9
COCCCn1c(SCC(=O)OC)nnc1-c1ccccc1	-14	3.4	2	0.1
O=[N+]([O-])c1ccc(S(=O)(=O)Nc2ccc(-c3ccccc3)cc2)cc1	14	-0.2	4	-0.3
CC(C)NC(=O)CCc1csc(NC(=O)c2ccccc2)n1	-8	-1.8	-20	-0.1
Cn1ncc2c(NNC(=O)Cc3cccc4ccccc34)ncnc21	3	6.0*	-6	0.2
C=CCOc1ccc(/C=C2/C(=O)NC(=S)N2C(C)=O)cc1OCC	-4	-1.8	-3	0.4
O=C(CC12CC3CC(CC(C3)C1)C2)NC(=S)NCc1ccco1	4	0.1	10	0.6
COc1ccc(N=CN(C)C)cc1OC	-10	-0.7	0	-0.1
Cc1cc(NC(=O)c2c(F)cccc2Cl)no1	0	0.9	-2	0.0
CCOC(=O)c1ccc(NC(=O)c2ccc3c(c2[N+](=O)[O-])C(=O)c2ccccc2C3=O)cc1	-6	-1.1	4	0.2
COc1ccc(Nc2ccn3ncc(-c4ccc(O)cc4)c3n2)cn1	8	0.3	-1	0.1
COC(=O)COc1ccc(/C=C(/C#N)C(=O)NCCc2c[nH]c3ccccc23)cc1	-5	-0.8	-2	-0.4
C=CCC(O)(CC=C)c1cc(-c2ccc(Cl)cc2)nc2ccccc12	21	0.2	-2	0.1
Cc1cccn2c(=O)c3cc(C(=O)NC4CCCCCC4)sc3nc12	-12	0.5	-11	0.1
CC1=NN(c2cccc(Cl)c2)C(=O)/C1=C\c1ccco1	-8	-0.8	-4	-0.5
CCCCCCN1C(=O)c2ccc([N+](=O)[O-])cc2C1=O	19	2.1	14	-0.4
COc1ccc(C(=O)COC(=O)CSc2nc3ccccc3s2)cc1	11	1.1	10	0.2
Cc1nnc(NC(=O)COc2ccccc2Cl)s1	-5	-2.0	-33	0.2
O=C(CCCCl)N=C1N=C2C=CC(Br)=CN2Cc2ccccc21	11	-2.0	-52	0.1
CN(C)S(=O)(=O)c1ccc(C(=O)OCc2nc3ccc(Cl)cc3n2CCO)cc1	-4	0.6	-2	-0.1
Cc1noc(C)c1-c1nc(NCCOc2ccccc2)c2[nH]cnc2n1	18	1.3	1	0.0
CCOC(=O)C1CCN(C(=O)CNC(=O)c2nn(-c3ccc(OC)cc3)c(=O)c3ccccc23)CC1	25	-0.7	-7	0.0
CCCOC(=O)c1ccc(NC(=O)CCC(=O)OCC(=O)c2ccc(C)cc2)cc1	3	1.3	1	0.0
O=C(NCCOc1ccc(F)cc1)c1cccs1	15	-1.7	-54	-0.1
Fc1cccc(CSc2nc3ccccc3c3nc(-c4ccccc4)nn23)c1	-4	0.4	-11	-0.1
Cc1cccn2c(=O)c(/C=C3\SC(=S)N(C)C3=O)c(NC(C)C)nc12	-17	-2.4	-4	0.3
C=CCc1cccc(/C=N/NC(=O)c2n[nH]c3c2CCCC3)c1O	7	0.4	-21	-0.1
CC(=O)N1N=C(c2ccccc2O)CC1c1cccs1 (centres undefined)	-1	0.0	-5	-0.2
CN(C)C(=O)c1ccc(N2CCC(NCC3CCCO3)CC2)cc1 (centres undefined)	-16	-1.2	-5	0.1
Cc1cccc(CN2CCC(N3CCC(C(=O)NCCn4ccnc4C)CC3)CC2)n1	-21	-1.6	3	-0.2
C#CCOc1cc(Br)c(/C=C2/NC(=O)NC2=O)cc1OCC	-6	0.3	32*	-0.1
C#CCOCC1CCN(S(=O)(=O)c2ccc3c(c2)CCCC3)CC1	-2	1.8	6	0.1
N#C/C(=C/c1ccco1)c1ccc([N+](=O)[O-])cc1	20	-0.4	-13	-0.1
C=CCNS(=O)(=O)c1ccc(Br)c(C(=O)O)c1	13	0.3	4	0.1
Cn1c(SCC(=O)Nc2ccc(C(=O)O)cc2)nnc1-c1ccncc1	4	2.7	6	-0.1
CCSc1nnc(NC(=O)C2CCCCC2C(=O)OCC(F)(F)C(F)F)s1 (centres undefined)	13	-0.1	1	0.0
Cc1ccsc1C(=O)Nc1n[nH]c(C(F)(F)F)n1	3	-1.4	-7	0.1
Cc1[nH]n(-c2cccc(Cl)c2)c(=O)c1/C=N/NC(=O)Cc1ccccc1	-8	-0.4	-4	-0.4
Cc1ccccc1N(C)S(=O)(=O)c1ccc2[nH]cc(C(=O)N(C)Cc3ccccc3)c(=O)c2c1	25	3.5	9	-0.2
COc1cc(CN2CCN(C(C)C)C(CCO)C2)cc(OC)c1O (centres undefined)	3	0.7	0	0.1
CCOC(=O)c1nc(Nc2ccccc2C)c2ccccc2n1	2	0.5	-9	-0.2
c1ccc(-c2noc(CN(CC3CCC3)CC3CCCO3)n2)nc1 (centres undefined)	-11	4.0	-8	-0.1
Cc1cc(NS(=O)(=O)c2cc(Cl)ccc2Cl)ccc1N1CCCCC1=O	13	-0.1	3	0.2
CC(=O)c1ccc(NC(=O)COc2cccc(C)c2)cc1	-10	0.3	-21	0.0
Cc1ccc(S(=O)(=O)NC(Cc2ccccc2)C(=O)Nc2ccccn2)cc1 (centres undefined)	9	-1.0	4	0.0
O=C(c1cccn2c(=O)c3sccc3nc12)N1CCOCC1	5	-0.3	-1	0.0
O=C(NC1CC1)C1CCN(S(=O)(=O)c2ccc(Cl)cc2)CC1	-8	-0.6	-2	0.2
Continuation:
SMILES	MITF primary	GPR151 activ	TEAD-YAP inh	FBW7 act
CS(=O)(=O)Nc1ccc(-c2ccnc(Nc3ccc(N4CCC(O)CC4)cc3)n2)cc1	2	-0.2	-9	0.2
O=C(C1CCCCC1)N1CCc2c(nc(N3CCOCC3)[nH]c2=O)C1	-11	-0.2	-3	0.3
COc1ccc(CCNc2nc(-c3ccc(N4CCOCC4)nc3)nc3c2ncn3CCN2CCCC2=O)cc1	-11	-1.5	3	0.0
COc1cccc(CNC(=O)C2CCN(c3nnc(N4CCCC4=O)s3)CC2)c1	0	1.0	0	-0.2
CCOc1ccc(NC(=O)CSc2nnc(CSCc3ccccc3F)n2C)cc1	3	1.4	8	-0.3
Cc1cc(OCC(O)CN2CCN(c3ccc(F)cc3)CC2)cc(C)c1Cl (centres undefined)	11	-1.4	4	0.0
COc1cccc(C=O)c1OC(=O)c1ccc(C)cc1	8	-0.3	5	0.3
O=C(CN1CCCCCCC1)N/N=C/c1ccc(F)c(Br)c1	57*	-0.8	-10	0.2
Cc1ccc(NC(=O)c2cc([N+](=O)[O-])ccc2N(CCO)CCO)cc1Cl	9	-1.0	-58	-0.1
CC(C)CCOC(=O)c1ccc(NC(=O)C2CCCCC2)cc1	5	3.3	12	0.2
CCCCOC(=O)COc1ccc2c(=O)c(-c3ccccc3OC)coc2c1	4	-1.0	-5	-0.2
COc1ccc(-c2csc(N3CCC(Cc4ccccc4)CC3)n2)cc1	-8	1.5	-12	-0.1
COc1ccc(/C=C2\NC(=S)NC2=O)c2ccccc12	10	1.2	6	-0.1
COC(=O)CCCNC(=O)CCc1nnc(CCc2ccccc2OC)o1	3	-0.4	3	0.1
c1csc(-c2nn3c(C4COc5ccccc5O4)nnc3s2)c1 (centres undefined)	9	-0.5	-21	0.0
COc1ccc(-n2c(=S)[nH]c3cc(C(=O)Nc4cccc(C)c4)ccc3c2=O)cc1	-2	1.2	-2	-0.1
NC(=O)/C=C/c1cn(-c2ccccc2)nc1-c1ccc(F)cc1	11	1.6	7	0.2
CC(C)CCNS(=O)(=O)c1ccc(Cl)c(C(F)(F)F)c1	0	-0.8	5	0.0
Cc1cccc2cc(CN(C(=O)c3ccncc3)C3CCCC3)c3nnnn3c12	14	0.3	-2	-0.1
Cc1ccc(C)c(NC(=O)CCCn2sc3ccccc3c2=O)c1	4	1.3	-8	-0.2
COc1ccc(N(CC(=O)NC2CC3CCC2C3)S(C)(=O)=O)cc1 (centres undefined)	2	1.7	3	0.2
Cc1ccc(-n2ncnc2-c2ccc(Br)cc2)cc1Cl	-15	-0.9	-1	0.0
CCc1ccc(OCC(=O)Nc2ccccc2NC(C)=O)cc1	-15	3.5	-19	-0.2
C[C@]12C=CC(=O)C=C1CCC1C3C[C@@H](O)[C@](O)(C(=O)CO)[C@@]3(C)C[C@H](O)[C@@]12F (some centres undefined)	5	2.4	0	0.1
COc1ccc(-n2nc(C(=O)NCC(=O)Nc3cccc(Cl)c3)c3ccccc3c2=O)c(OC)c1	1	2.0	4	0.0
COc1cccc(-c2nc(-c3ccc(NC(=O)c4ccccn4)cc3)no2)c1	2	-0.7	-40	-0.1
NC(=O)c1ccc(-c2ccc(C=O)o2)cc1	-17	-2.7	1	-0.1
Cc1ccc(C)c(N2CCN(S(=O)(=O)c3cc4c(cc3C)NC(=O)CO4)CC2)c1	-3	-0.1	-8	-0.1
Cc1nc2ccccc2nc1CN1CCCC(c2ccn[nH]2)C1 (centres undefined)	10	0.7	-9	0.1
CCn1c(=O)n(CC(=O)NC(C)C)c2cccnc21	8	-0.6	1	0.0

Part of the list above, with two lines to a compound:
Values run as follows: MITF primary | GPR151 activ | TEAD-YAP inh | FBW7 act
CCCCOC(=O)COc1ccc2c(=O)c(-c3ccccc3OC)coc2c1
  4 | -1.0 | -5 | -0.2
COc1ccc(-c2csc(N3CCC(Cc4ccccc4)CC3)n2)cc1
  -8 | 1.5 | -12 | -0.1
COc1ccc(/C=C2\NC(=S)NC2=O)c2ccccc12
  10 | 1.2 | 6 | -0.1
COC(=O)CCCNC(=O)CCc1nnc(CCc2ccccc2OC)o1
  3 | -0.4 | 3 | 0.1
c1csc(-c2nn3c(C4COc5ccccc5O4)nnc3s2)c1 (centres undefined)
  9 | -0.5 | -21 | 0.0
COc1ccc(-n2c(=S)[nH]c3cc(C(=O)Nc4cccc(C)c4)ccc3c2=O)cc1
  -2 | 1.2 | -2 | -0.1
NC(=O)/C=C/c1cn(-c2ccccc2)nc1-c1ccc(F)cc1
  11 | 1.6 | 7 | 0.2
CC(C)CCNS(=O)(=O)c1ccc(Cl)c(C(F)(F)F)c1
  0 | -0.8 | 5 | 0.0
Cc1cccc2cc(CN(C(=O)c3ccncc3)C3CCCC3)c3nnnn3c12
  14 | 0.3 | -2 | -0.1
Cc1ccc(C)c(NC(=O)CCCn2sc3ccccc3c2=O)c1
  4 | 1.3 | -8 | -0.2
COc1ccc(N(CC(=O)NC2CC3CCC2C3)S(C)(=O)=O)cc1 (centres undefined)
  2 | 1.7 | 3 | 0.2
Cc1ccc(-n2ncnc2-c2ccc(Br)cc2)cc1Cl
  -15 | -0.9 | -1 | 0.0
CCc1ccc(OCC(=O)Nc2ccccc2NC(C)=O)cc1
  -15 | 3.5 | -19 | -0.2
C[C@]12C=CC(=O)C=C1CCC1C3C[C@@H](O)[C@](O)(C(=O)CO)[C@@]3(C)C[C@H](O)[C@@]12F (some centres undefined)
  5 | 2.4 | 0 | 0.1
COc1ccc(-n2nc(C(=O)NCC(=O)Nc3cccc(Cl)c3)c3ccccc3c2=O)c(OC)c1
  1 | 2.0 | 4 | 0.0
COc1cccc(-c2nc(-c3ccc(NC(=O)c4ccccn4)cc3)no2)c1
  2 | -0.7 | -40 | -0.1
NC(=O)c1ccc(-c2ccc(C=O)o2)cc1
  -17 | -2.7 | 1 | -0.1
Cc1ccc(C)c(N2CCN(S(=O)(=O)c3cc4c(cc3C)NC(=O)CO4)CC2)c1
  -3 | -0.1 | -8 | -0.1
Cc1nc2ccccc2nc1CN1CCCC(c2ccn[nH]2)C1 (centres undefined)
  10 | 0.7 | -9 | 0.1
CCn1c(=O)n(CC(=O)NC(C)C)c2cccnc21
  8 | -0.6 | 1 | 0.0

Remaining list, next part.
SMILES	MITF primary	GPR151 activ	TEAD-YAP inh	FBW7 act
CCN(C(=O)COC(=O)c1cncc(Br)c1)C1CCS(=O)(=O)C1 (centres undefined)	11	-2.2	3	0.0
Cc1cc(OCC(=O)Nc2ccc(S(=O)(=O)Nc3nccs3)cc2)ccc1C(C)C	10	0.8	-17	0.1
O=S(=O)(NCc1ccco1)c1cccc2nonc12	-7	-0.8	7	-0.2
O=c1ccn([C@@H]2O[C@H](COP(=O)(O)OP(=O)(O)O)[C@@H](O)[C@H]2O)c(=O)[nH]1	19	5.1*	0	0.1
O=C(OCc1cc(Cl)cc2c1OCOC2)c1ccc(CN2CCCC2=O)cc1	-8	1.0	0	0.1
Cc1ccc(CN2CCN(C3CCCC3)C(CCO)C2)o1 (centres undefined)	3	-1.0	1	0.2
Cc1cccc(C(=O)Nc2ccc(NC(=O)c3ccccc3F)cc2)c1	-5	1.4	-7	0.0
